From PubChem BioAssay
Dyrk1A ADPGlo – inhibitors of rat Dyrk1A kinase. Q63470. ADP-Glo luminescence, NFATc1 peptide. inhibition, % at 12.5 µM. 0.43% of 310,000 active. AID 504441; in the data active = inhibition above about 50%;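 also: plate controls were vehicle with enzyme for no effect and no enzyme for full effect; many of its hits are not listed in these tables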
GSK3 alpha inh – blocks human GSK-3 alpha kinase; P49840; ADP-Glo luminescence, 60 min; inhibition, % at 10 µM; 0.1% of 320,000 active; AID 2650;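 in the data active = inhibition above about 50%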;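 also: GST-tagged GSK-3 alpha with peptide substrate and 25 µM ATP; 0% = DMSO neutral wells and 100% = GW8510 positive control wells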
GSK3B inh – blocks human GSK3beta kinase activity; GST-GSK3beta kinase, ADP-Glo luminescence, 60 min; hits give low values; activity score (negative = inhibition), % at 10 µM; 0.038% of 300,000 active; AID 2097;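 active = more than half of replicate wells score below -50%, meaning over 50% inhibition versus plate controls; inconclusive = some replicates but at most half score below -50%; inactive = no replicate scores below -50%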;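 also: 0% = median DMSO wells and -100% = median GW8510 positive control wells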
Target sequence (P49841 whole entry, looked up): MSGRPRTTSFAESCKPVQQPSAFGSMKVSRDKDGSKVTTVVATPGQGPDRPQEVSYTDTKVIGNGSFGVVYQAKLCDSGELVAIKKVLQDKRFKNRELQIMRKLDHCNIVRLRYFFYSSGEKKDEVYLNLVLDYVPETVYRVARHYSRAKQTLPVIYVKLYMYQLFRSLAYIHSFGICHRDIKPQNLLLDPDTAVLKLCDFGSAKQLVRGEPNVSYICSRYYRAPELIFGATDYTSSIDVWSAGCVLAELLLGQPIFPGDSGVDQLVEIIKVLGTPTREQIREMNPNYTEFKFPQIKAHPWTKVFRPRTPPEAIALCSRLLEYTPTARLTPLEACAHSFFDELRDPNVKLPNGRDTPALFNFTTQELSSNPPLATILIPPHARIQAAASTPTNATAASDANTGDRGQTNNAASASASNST
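Test system: GST-fused GSK3beta enzyme, cell-free | Quantity: 1.6 ng GST-GSK3beta enzyme per well | Reagent: 25 µM ATP with peptide substrate | Schedule: 60 min enzyme reaction, room temperature | Signal: Luminescent ADP-Glo measurement of ADP formed | Read-out basis: Score relative to plate controls | Control set: DMSO and 20 µM GW8510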
HSF1 activator – increases HSF-1 driven luciferase reporter signal; 1.7% of 300,000 active; activation, % at 9 µM; NIH3T3-HGL HSF-1 luciferase reporter, MG132, 8 h; 100% = twice DMSO control signal;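 active = mean replicate activation of at least 50% with a set share of replicates each reaching 50%; inconclusive = only one of those two conditions met; inactive = mean below 50% and too few replicates reaching it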;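 also: 0% = median of the neutral control wells and 100% = twice that signal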
PolyA inh – inhibitors of polyadenylation in S. cerevisiae; S. cerevisiae SKY197-pL101 polyadenylation reporter, beta-gal luminescence; efflux-impaired pdr1/pdr3 knockout yeast; score 100 = 6 SD above DMSO; AID 1875; calls only at 12 µM; 0.02% of 300,000 active;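 active = lowest replicate activity score at least 50, where 100 means six control SD above control mean; inconclusive = lowest score under 50 but half or more replicates reach 50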;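 also: yeast exposed to compound for 9 h at 30 °C; higher score means more reporter readthrough which indicates perturbed polyadenylation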
HSP90 refold inh – HSP90 refolding inhibition in rabbit reticulocyte lysate. luciferase refolding luminescence, 3 h. inhibition, % at 5.6 µM. 0.91% of 290,000 active;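 active = inhibition above the screen-wide mean plus 3 SD, computed separately per campaign, cut at about 16% in these data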;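 also: 0% = DMSO wells and 100% = 60 µM geldanamycin wells; inhibitors lower the luminescence because luciferase stays unfolded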
AI-2 QS modul – modulators of Vibrio harveyi AI-2 quorum sensing system | Vibrio harveyi JMH597 AI-2 luminescence/OD600 ratio, 9 h; hits give low values; strain lacks LuxN and CqsS sensors; 0 = neutral-control median | activity change, % at 7.5 µM | 0.4% of 300,000 active | AID 2094; in the data active = activity change below about -75%, passing the limit was not always enough; inconclusive = no clear call, values can overlap the other calls;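 also: luminescence divided by OD600 gain over 9 h not by final OD600 alone; inactives centre near 13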
HDAC3 inh – blocks human histone deacetylase 3; recombinant HDAC3, fluorogenic peptide/trypsin coupled, fluorescence; inhibition, % at 8.3 µM; 0.15% of 320,000 active; in the data active = inhibition above about 26%, passing the limit was not always enough; inconclusive = no clear call, values can overlap the other calls
Target sequence (O15379 whole entry, looked up): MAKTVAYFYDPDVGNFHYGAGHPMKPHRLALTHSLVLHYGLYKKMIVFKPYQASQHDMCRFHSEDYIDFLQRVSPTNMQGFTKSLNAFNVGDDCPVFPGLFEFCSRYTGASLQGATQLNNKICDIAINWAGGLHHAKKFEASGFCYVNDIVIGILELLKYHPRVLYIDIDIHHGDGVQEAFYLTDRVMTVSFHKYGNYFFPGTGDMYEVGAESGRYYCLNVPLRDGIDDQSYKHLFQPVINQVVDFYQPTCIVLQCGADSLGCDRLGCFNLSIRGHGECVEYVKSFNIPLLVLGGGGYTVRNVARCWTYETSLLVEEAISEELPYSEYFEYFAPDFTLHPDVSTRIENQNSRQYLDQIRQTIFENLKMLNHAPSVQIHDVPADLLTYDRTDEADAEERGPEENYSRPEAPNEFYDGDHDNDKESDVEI
Platelet DG rel – platelet dense granule release activity. human platelet-rich plasma, SFLLRN dense granule ATP release, luminescence. inhibition, %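 (compounds screened at 7.5 µM in platelet-rich plasma)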. 0.22% of 300,000 active. AID 1663;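 active = mean replicate score, as percent of positive control, at or above 50; inconclusive = mean below 50 but at least one replicate at or above 50; inactive = mean and every replicate below 50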
HSF1 inhib – HSF1 inhibition. activity change, negative = inhibition, % at 7.5 µM (by protocol). NIH3T3-HGL HSE-luciferase, MG132-induced, luminescence 8 h; hits give low values. 0.77% of 300,000 active;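 active = more than half of replicate wells show activity change below -50%, luminescence cut by over half; inconclusive = some wells, but at most half, below -50%; inactive = no replicate well below -50%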;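 also: luciferase reports HSF-1 transcriptional activity via heat shock element; 0% = median of DMSO wells and -100% = zero luminescence signal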
The depositor's hits bear a star; i = inactive; ? = inconclusive; nt = not tested or not shown.

SMILES | Dyrk1A ADPGlo | GSK3 alpha inh | GSK3B inh | HSF1 activator | PolyA inh | HSP90 refold inh | AI-2 QS modul | HDAC3 inh | Platelet DG rel | HSF1 inhib
O=C(CCC(=O)Nc1ccc(Cl)cc1Cl)NNC(=O)Nc1ccccc1 | -3.2 | -0.2 | 1.6 | 28.2 | i | 0.8 | -1.3 | -0.5 | -9.5 | 11.0
CCC1CCCCN1CCCNC(=O)CSc1nc2nc(C)c(Cc3ccccc3Cl)c(C)n2n1 (stereo not given) | -1.6 | 3.1 | -23.5 | -11.4 | i | 2.6 | 6.3 | 1.9 | -2.7 | -4.6
CN1C2CCC1CC(NS(=O)(=O)c1ccc(C#N)cc1)C2 (stereo not given) | -5.5 | 1.2 | 0.1 | -13.5 | i | -3.1 | 11.9 | -4.3 | -2.7 | -6.5
Cc1cccc(CN2C(=O)c3ccccc3Sc3ccc(C(=O)O)cc32)c1 | -7.9 | -7.3 | 5.3 | -6.1 | i | -1.1 | -22.3 | -2.1 | 0.6 | -1.9
CN(C)CCNC(=O)c1cccc(NS(=O)(=O)c2ccc(Cl)c(Cl)c2)c1 | 3.0 | 0.6 | 0.3 | 1.0 | i | -1.9 | 8.7 | 5.9 | -8.2 | -2.0
Cn1nc(-c2ccc(OCC(=O)Nc3cccnc3)cc2)c2ccccc2c1=O | -3.6 | 10.7 | -5.0 | 13.5 | i | 1.4 | 18.3 | 9.6 | 1.6 | -4.2
CC(C)(C)c1ccc(C(=O)N2CCC(C(=O)NCc3ccco3)CC2)cc1 | -10.7 | -0.1 | -2.5 | 3.9 | i | -2.2 | 24.9 | -5.1 | 2.4 | -0.2
CC(=O)NC1=C(Nc2ccc(N(C)C)cc2)C(=O)c2ccccc2C1=O | 8.3 | 5.4 | 3.3 | 32.9 | i | 21.5* | -9.3 | 4.2 | -8.7 | 11.9
CCc1ccc(C(=O)Nc2cc(C)on2)o1 | 0.5 | 0.5 | 5.4 | 22.7 | i | -0.6 | 32.9 | -2.3 | 4.0 | 13.5
Cc1nn(Cc2ccc([N+](=O)[O-])cc2)c(=O)n1N(C)c1ncc(C(F)(F)F)cc1Cl | 4.6 | -2.8 | 0.5 | 14.7 | i | 4.7 | 18.3 | 1.4 | 4.7 | 23.6
COc1ccc(Cl)cc1NC(=O)COC(=O)Cc1cccs1 | -2.2 | -0.5 | 2.0 | -6.5 | i | nt | 23.7 | 7.0 | 5.8 | 1.8
COc1cccc(CCNC(=O)CCc2nnc(Cc3cc(OC)ccc3OC)o2)c1 | -1.4 | -0.2 | -0.9 | 21.5 | i | -5.2 | 13.5 | -1.4 | 1.7 | 1.0
Cc1nc(NC(=S)Nc2ccccc2)sc1C | 1.0 | 1.6 | -2.1 | 45.2 | i | 3.6 | 0.9 | -3.4 | 7.4 | 20.5
Cc1[nH]nc2c1C(C1CC=CCC1)C(C#N)=C(N)O2 (stereo not given) | -0.4 | 0.2 | nt | nt | nt | -0.4 | nt | -1.4 | nt | nt
O=C(Nc1ccc(-c2ccc3nncn3n2)cc1)C1CCCCC1 | 0.3 | -0.3 | -0.4 | 2.2 | i | -4.0 | 13.4 | 1.5 | 1.9 | 6.4
O=S(=O)(Nc1ccc2c(c1)OCCO2)c1cccc2cccnc12 | 0.7 | -0.5 | 4.2 | 13.1 | i | 2.3 | 20.6 | ? | -1.9 | 4.4
CSc1nc(C)c2c(n1)N(c1ccc(F)cc1)CC2 | 0.7 | 17.1 | 1.6 | -15.2 | nt | -2.6 | 13.9 | -6.0 | -2.7 | -4.6
CSCC[C@H](NC(=O)N1CCn2c1nc1ccccc12)C(=O)NC1CCCCC1 | nt | 1.3 | -0.5 | 9.5 | i | -3.5 | 6.8 | -4.8 | -21.9 | 3.7
CCOc1ccccc1NC(=O)CSc1ccc(-c2ccco2)nn1 | -6.3 | -0.1 | 0.3 | 11.1 | i | 1.6 | 23.2 | -1.0 | -4.4 | 5.6
N#Cc1ccc(CN(c2ccncc2)S(=O)(=O)c2ccccc2)cc1 | 2.1 | -0.6 | -1.4 | -20.5 | i | -3.2 | 17.0 | 0.6 | 0.5 | -6.3
CCOc1ccc(-n2c(SCC(=O)OC)nc3sc4c(c3c2=O)CCN(C)C4)cc1 | 1.2 | 0.2 | 0.2 | 5.3 | i | 5.3 | 10.5 | -4.6 | 5.3 | -2.6
CCOC(=O)Cc1csc(NC(=O)Cc2cccs2)n1 | -2.1 | -0.5 | 0.0 | 6.1 | i | -1.9 | 22.1 | 1.9 | 0.8 | 7.9
Cc1ccc(-c2ccc(/C=N/n3cnnc3)o2)cc1Cl | -0.9 | -2.6 | 1.6 | 11.0 | i | 0.0 | -4.5 | -4.3 | 1.6 | -1.1
COC(=O)c1cc(NC(=O)C(C)c2ccc(CC(C)C)cc2)ccc1O (stereo not given) | -3.4 | -0.3 | -0.9 | 14.5 | i | 3.7 | 24.2 | -6.0 | 6.7 | 3.2

Looked up above.
Value of `N#Cc1ccc(CN(c2ccncc2)S(=O)(=O)c2ccccc2)cc1` under GSK3 alpha inh: -0.6
Value of `CN1C2CCC1CC(NS(=O)(=O)c1ccc(C#N)cc1)C2` (stereo not given) under Dyrk1A ADPGlo: -5.5

Going on with the list:
SMILES | Dyrk1A ADPGlo | GSK3 alpha inh | GSK3B inh | HSF1 activator | PolyA inh | HSP90 refold inh | AI-2 QS modul | HDAC3 inh | Platelet DG rel | HSF1 inhib
O=C(COC(=O)CCCN=C1NS(=O)(=O)c2ccccc21)NNC(=O)c1ccccc1 | 11.0 | 2.2 | -1.2 | -25.9 | i | nt | 13.0 | -6.0 | 3.0 | -4.4
O=C(N/N=C/c1ccccn1)c1cc([N+](=O)[O-])cc([N+](=O)[O-])c1 | -5.6 | nt | 1.1 | -30.9 | i | 1.3 | -35.5 | -3.6 | 9.5 | -24.4
C=CCc1ccc(OC)c(OC)c1 | 13.6 | -3.4 | -0.6 | 10.4 | i | -6.4 | 34.4 | -3.4 | -0.4 | 6.8
CC1CN(C(=O)COC(=O)c2nn(-c3ccccc3)c(=O)c3ccccc23)CC(C)O1 (stereo not given) | 1.1 | -0.3 | -0.3 | -3.0 | i | -4.9 | 16.6 | 10.6 | 7.5 | -1.9
O=[N+]([O-])c1ccc(/C=N\N2CCN(c3ccc(Cl)cc3)CC2)cc1 | 0.7 | 0.6 | -3.7 | 5.1 | i | 2.1 | 19.5 | 15.9 | -14.9 | -6.5
COCCNC(=O)COc1ccc(C)cc1C | 14.4 | -2.5 | 4.4 | 6.3 | i | 2.7 | 36.1 | -1.3 | 1.5 | 5.6
Cc1ccc(C(=O)N/C(=C\c2sccc2C)C(=O)NCc2ccco2)cc1 | 9.7 | -1.5 | -2.9 | 8.0 | i | 25.4* | 39.6 | 10.3 | -3.4 | -8.6
O=C(c1c[nH]c(C(=O)C(Cl)(Cl)Cl)c1)c1ccc(F)cc1F | -1.8 | 1.1 | -2.9 | -10.7 | i | -0.8 | 25.8 | -6.4 | 1.0 | 1.9
COc1ccc(NC(=S)NC23CN4CN(CN(C4)C2)C3)c(OC)c1 | -1.3 | -0.2 | 0.5 | -4.3 | i | -0.5 | 2.5 | 0.0 | -0.6 | -5.1
COc1ccc(NC(=O)CN2C(=O)COc3ccc(C)cc32)c(OC)c1 | -5.8 | -0.8 | 0.3 | -22.2 | i | 0.6 | 14.6 | 0.6 | -9.7 | -2.1
COc1ccc2c(c1)C(C)=CC(C)(C)N2S(=O)(=O)c1ccc(C)cc1 | -0.2 | -2.4 | -0.6 | -27.6 | i | 0.1 | 29.1 | 10.5 | -1.2 | -13.7
COc1ccc(C2=NOC(C)(c3nnc(-c4ccccc4)o3)C2)cc1 (stereo not given) | nt | 2.5 | -3.2 | -2.6 | i | nt | 8.8 | -6.6 | -0.6 | 0.1
Cc1onc(-c2c(F)cccc2Cl)c1C(=O)c1ccccc1 | 4.8 | -2.1 | -1.2 | -70.6 | i | 0.7 | 13.3 | 8.4 | 13.8 | -60.9*
NNC(=O)c1ccc(COc2ccc3c(c2)CCC3)o1 | -8.1 | -2.1 | -23.3 | 40.6 | i | 9.5 | 27.6 | -1.8 | -3.5 | 11.7
COc1ccc(C2Nc3ccccc3C(=O)N2Cc2ccco2)cc1COc1ccc(F)cc1 (stereo not given) | -8.6 | -0.2 | -0.7 | 103.0* | i | 1.3 | 24.4 | -2.9 | 9.2 | 66.6
CCOc1ccccc1NC(=O)COc1coc(CN2CCc3ccccc32)cc1=O | -11.7 | nt | 3.8 | 6.9 | i | nt | 22.8 | nt | 10.9 | 14.4
Cc1cc(C)nc(N2CCC(C(=O)NCCc3ccc(Cl)cc3)CC2)n1 | 1.8 | 1.3 | 0.3 | 1.2 | i | 0.8 | 38.5 | 3.9 | -0.3 | -2.6
Cc1ccc(S(=O)(=O)N2CCCCC2C(=O)NCc2ccco2)cc1 (stereo not given) | 2.4 | -1.1 | -1.6 | 15.9 | i | 2.4 | 14.6 | -1.0 | nt | 3.6
CN1C(=O)NC(NC(=O)c2ccco2)(C(F)(F)F)C1=O (stereo not given) | 3.9 | 3.3 | 1.1 | -6.9 | i | -1.1 | 10.8 | -8.0 | -1.2 | -0.6
COc1ccc(N(C(C)=O)c2nc3ccccc3[nH]2)cc1 | -7.9 | -2.1 | 2.8 | -3.7 | i | -5.2 | 5.8 | -3.1 | -7.1 | -5.1
Cc1ccc(C(=O)N2CCC(n3nccc3NC(=O)C3CCOC3)CC2)cc1 (stereo not given) | -3.5 | -0.2 | -0.8 | 5.1 | i | -1.2 | 16.7 | 0.2 | 15.6 | -1.1
O=C(Cn1c(=O)n(CC(=O)N2CCCCC2)c(=O)c2sccc21)NCc1ccccc1 | nt | -1.5 | 0.6 | -16.2 | i | 0.5 | -0.9 | 8.2 | 2.4 | -2.8
Cc1nnc(SCC(=O)c2c(N)n(Cc3ccccc3)c(=O)n(C)c2=O)n1C | nt | -0.1 | -2.3 | 1.3 | i | 4.6 | 5.6 | -11.1 | -4.8 | -5.3
CC1CCCCN1S(=O)(=O)c1cnc(Cl)c(Br)c1 (stereo not given) | 5.3 | -5.8 | -0.5 | -7.0 | i | 1.6 | 31.7 | 1.7 | 12.1 | -6.1
Cc1ccccc1Cn1nc(C)c(NC(=O)c2cc(-c3ccco3)on2)c1C | 2.6 | -3.7 | 1.9 | 5.5 | i | 4.0 | 18.4 | -2.6 | 1.5 | 2.0
CC(C)(C)OC(=O)[C@H]1[C@H](c2ccc([N+](=O)[O-])cc2)C2(C(=O)c3ccccc3C2=O)C2c3ccccc3C=NN21 (stereo not given in full) | -5.2 | 0.7 | 0.2 | -10.5 | i | 4.4 | 10.5 | 5.2 | -7.0 | -13.2
Nc1nccnc1C(=O)N/N=C/c1ccco1 | 33.3 | 27.2 | -12.8 | -6.3 | i | 3.9 | 3.3 | -0.4 | 20.5 | 2.0

Only part of the results is shown. The share of hits here may be higher or lower than overall.
